# High-throughput results as filed in PubChem.
# Tau fil binding: binders of human tau filaments; P10636; recombinant tau filaments, thioflavin S fluorescence, 15 h; filaments grown with octadecylsulfate alongside compound; Potency, µM (series often up to 57.1 µM), for the others: at the top dose activity change, negative = inhibition; 2% of 71,000 active;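 note: potency is the fitted concentration of half-maximal effect; % is set by controls: 0 for no effect and ±100 for the full control effect; actives lower thioflavin S fluorescence by blocking filaments or displacing dye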
# Target sequence (P10636 whole entry, looked up): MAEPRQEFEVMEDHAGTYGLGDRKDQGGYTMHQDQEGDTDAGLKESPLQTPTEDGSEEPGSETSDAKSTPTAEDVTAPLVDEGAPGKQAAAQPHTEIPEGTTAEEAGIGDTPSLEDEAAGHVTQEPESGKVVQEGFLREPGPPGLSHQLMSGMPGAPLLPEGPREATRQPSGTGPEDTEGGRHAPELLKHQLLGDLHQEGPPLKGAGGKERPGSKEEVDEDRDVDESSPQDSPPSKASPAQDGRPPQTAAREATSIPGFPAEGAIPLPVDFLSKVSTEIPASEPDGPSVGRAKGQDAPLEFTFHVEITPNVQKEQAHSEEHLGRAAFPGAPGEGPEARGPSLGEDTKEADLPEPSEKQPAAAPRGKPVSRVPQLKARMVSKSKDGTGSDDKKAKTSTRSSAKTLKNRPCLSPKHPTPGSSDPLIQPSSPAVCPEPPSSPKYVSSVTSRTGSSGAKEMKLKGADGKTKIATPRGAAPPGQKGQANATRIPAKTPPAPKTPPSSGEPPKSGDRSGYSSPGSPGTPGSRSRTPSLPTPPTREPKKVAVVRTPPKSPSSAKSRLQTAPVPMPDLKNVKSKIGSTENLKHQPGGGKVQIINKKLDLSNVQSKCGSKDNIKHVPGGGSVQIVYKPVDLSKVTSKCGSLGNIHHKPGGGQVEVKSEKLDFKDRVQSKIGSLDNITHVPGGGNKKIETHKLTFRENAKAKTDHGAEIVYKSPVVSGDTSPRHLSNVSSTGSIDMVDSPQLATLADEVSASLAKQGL
#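 Read-out: ThS fluorescence, 450 nm excitation/510 nm emission; lower signal marks blocked filament formation or displaced dye. Tau at 1 uM with 30 uM ODS, 10 uM ThS, 5 mM DTT, 100 mM NaCl, 10 mM HEPES pH 7.4; 15 h, 37 C.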
# DNA Pol III inh: inhibitors of bacterial DNA polymerase III holoenzyme; reconstituted DNA polymerase III holoenzyme replication, biochemical; Potency, µM (titrated, usually from 57.1 µM), for inactives: at the highest dose activity change, negative = inhibition; 0.25% of 71,000 active; AID 603; note: potency is the fitted concentration of half-maximal effect; % is set by controls: 0 for no effect and ±100 for the full control effect
#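 Reconstituted *E. coli* holoenzyme (0.35 nM Pol III, 1 nM beta, 154 nM SSB, 2 nM primase) was preincubated with compound for 15 min at RT. Synthesis on 1.4 nM ssM13Gori ran 35 min, then was stopped with PicoGreen/EDTA and read as dsDNA fluorescence.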
# HADH2 inhib: HADH2 (human) dehydrogenase inhibition. 3.4% of 73,000 active. Q99714. recombinant HADH2, NADH fluorescence, beta-hydroxybutyryl-CoA. Potency, µM (top dose mostly 57.1 µM), for the others: top-dose activity change, negative = inhibition, hits mostly inhibitors; note: potency is the fitted concentration of half-maximal effect; % is set by controls: 0 for no effect and ±100 for the full control effect; nearly all actives have a fitted effect of over 60% in size; many of its hits are not listed in these tables
# Target sequence (Q99714 whole entry, looked up, one chain of several): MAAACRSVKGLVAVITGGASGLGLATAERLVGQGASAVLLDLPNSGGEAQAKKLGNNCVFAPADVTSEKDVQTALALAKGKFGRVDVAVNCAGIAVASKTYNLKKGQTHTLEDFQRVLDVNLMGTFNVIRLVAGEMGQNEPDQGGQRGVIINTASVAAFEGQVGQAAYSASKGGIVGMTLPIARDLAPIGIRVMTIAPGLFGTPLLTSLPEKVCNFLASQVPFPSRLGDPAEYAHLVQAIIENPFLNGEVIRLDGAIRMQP
#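 E. coli-expressed His-tagged HADH2 tested at 20 nM in alkaline Tris buffer (pH 9.0); oxidation of 90 uM beta-hydroxybutyryl-CoA with 1 mM NAD+ tracked fluorimetrically for 4 min.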
# ERK AVP inh: vasopressin-driven ERK pathway inhibition. HEK293-V1b, vasopressin-stimulated pERK AlphaScreen. Potency, µM (top dose mostly 57.5 µM), inactives show at the highest dose activity, negative = inhibition, most hits filed as inhibitors. 0.99% of 72,000 active. AID 995; note: potency is the fitted concentration of half-maximal effect; % is set by controls: 0 for no effect and ±100 for the full control effect; nearly all actives have a fitted effect of over 55% in size
#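 HEK293 cells stably expressing V1b receptor, preincubated 30 min at 37 °C with compound, then stimulated 5 min with 25 nM vasopressin. Phospho-ERK by AlphaScreen SureFire after 5 h RT; normalized to DMSO and vasopressin; AC50 by Hill fit.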
# ALOX15 inhib: 15-hLO (ALOX15) enzyme inhibition; purified 15hLO-1, xylenol orange hydroperoxide absorbance; AID 887; 1.4% of 74,000 active; Potency, µM (highest dose often 57.1 µM), for the others: top-dose activity change, negative = inhibition, usual class: inhibitors; P16050; note: potency is the fitted concentration of half-maximal effect; % is set by controls: 0 for no effect and ±100 for the full control effect; nearly all actives have a fitted effect of over 55% in size
#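 Compounds were preincubated 15 min at room temperature with 40 nM purified human enzyme (25 mM Hepes pH 7.5, 0.01% Triton X-100); 50 uM arachidonic acid reacted 6 min. Fe-xylenol orange detection, 30 min, absorbance ratio 573/405 nm.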
# Epigenetic mod: epigenetic GFP locus derepression in mouse cells | mouse C127i GFP locus derepression, cytometry, 30 h | Potency, µM (doses to about 46.1 µM), inactives show at the top dose GFP derepression (activation) | 0.09% of 68,000 active; note: % of control where 0% means no effect
#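 Read-out is the number of GFP-positive cells, scored as fluorescent objects 20 to 120 um wide, reflecting derepression of a silenced CMV-GFP reporter in murine C127i cells after 30 h compound exposure at 37 C.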
# CRE Fsk mod: CRE-bla signaling modulation under forskolin stimulation | Potency, µM (highest dose often 38.2 µM), for the others: at the highest dose activity change, negative = inhibition, actives largely listed as activators | CHO CRE-bla reporter (cAMP response element driving beta-lactamase), forskolin EC10, beta-lactamase ratio | AID 662 | 2.5% of 71,000 active; active = well fitted activation curve with a large enough effect in the signal ratio, with a control signal flat, not every such curve was filed as active; inconclusive = small, poorly fitted or top-dose-only effect, or effect the other way, or a change in a side signal; the % refers to the signal ratio; note: potency is the fitted concentration of half-maximal effect; % of control where 0% means no effect
#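 Reporter-gene assay: CHO cells with beta-lactamase behind cAMP responsive elements, co-treated with compound and EC10 NKH 477 for 3 hours at 37 degrees Celsius. Activity came from the 460/530 nm CCF4 emission ratio.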
# HBB splicing: modulators of hemoglobin beta chain splicing. HBB splicing reporter cell assay, activation; EGFP reporter with mutant IVS2-654 intron; response scale: normalised to 500 nM splice-correcting PNA. 0.06% of 65,000 active. Potency, µM (series often up to 46.1 µM), for inactives: at the highest dose activation, hits mostly activators; note: potency is the fitted concentration of half-maximal effect; 0% is about no effect
#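 Compounds were applied for 2 days to HeLa EGFP-654 cells, 500/well in Optimem with 2% FCS. The reporter's EGFP is disrupted by mis-splicing of beta-globin intron IVS2-654. Readout: summed well GFP fluorescence from 488 nm laser scanning; reference was 500 nM antisense […] 654 PNA.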
# UbGFP stabilizer: ubiquitin-GFP accumulation via proteasome inhibition. Ubiquitin-GFP reporter cells, proteasome inhibition, GFP fluorescence; response scale: untreated = 0%, 10 µM MG-132 = 100%. Potency, µM (series often up to 45.9 µM), without a hit: top-dose activation (GFP accumulation), hits mostly activators. 67,000 tested, under 10 active. AID 526; active = well fitted activation curve with a large enough effect, not every such curve was filed as active; inconclusive = small, poorly fitted or top-dose-only effect, or another doubt; inactive = no such curve, though single readings can be large or run the other way; note: potency is the fitted concentration of half-maximal effect
#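 U2OS Ub(G76V)-GFP reporter; O/N plating, 0.5% FBS; cpd 46 uM–2.9 nM, 4 h, 37 °C; GFP+ cell count, 488/515 nm; norm. to basal vs 10 uM MG-132; CRC fit.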
# Hsp90 Hop PPI: changes Hsp90-Hop TPR2A binding signal, up or down; 0.44% of 71,000 active; Potency, µM (series often up to 57 µM), without a hit: top-dose activity change, negative = inhibition; AID 595; AlphaScreen TPR2A-His6 binding biotin-Hsp90 C-terminal peptide; active = well fitted curve in either direction with a large enough effect; inconclusive = small, poorly fitted or top-dose-only effect, or another doubt; note: potency is the fitted concentration of half-maximal effect; % is set by controls: 0 for no effect and ±100 for the full control effect; many of its hits are not listed in these tables
# FLuc inh: blocks Photinus pyralis firefly luciferase activity | P08659 | purified firefly luciferase, luminescence, 8 min | Potency, µM (series often up to 57.1 µM), inactives show at the highest dose activity change, negative = inhibition, hits mostly inhibitors | 2.2% of 72,000 active; note: potency is the fitted concentration of half-maximal effect; % is set by controls: 0 for no effect and ±100 for the full control effect; nearly all actives have a fitted effect of over 40% in size
#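 Compounds were tested as concentration series (qHTS) against purified P. pyralis luciferase with luciferin and 10 uM ATP in 50 mM imidazole pH 7.2, 50 mM KCl, 7 mM MgCl2, 0.01% Tween 20, 0.05% BSA. Luminescence was read after 8 min at ambient temperature.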
# * = called active by the depositor; ? = inconclusive; . = not tested or not shown; & = joins results of further samples; [ ] = remark or other dose. Unless noted, calls come from the whole dose curve; as a rule, active = well fitted curve in the direction sought with a large enough effect; inconclusive = small, poorly fitted or top-dose-only effect, or another doubt; inactive = no such curve, though single readings can be large; an effect the other way counts as inactive or inconclusive. Not all compounds are listed; the hit share may differ from the screen's.
SMILES,Tau fil binding,DNA Pol III inh,HADH2 inhib,ERK AVP inh,ALOX15 inhib,Epigenetic mod,CRE Fsk mod,HBB splicing,UbGFP stabilizer,Hsp90 Hop PPI,FLuc inh
Cc1cc(C(=O)N[C@H](c2ccccc2)[C@@]2(C)C[C@@H]2[C@@H](C)C(=O)Nc2ccc3ccccc3c2)no1,80.1%,22.5%,2.4%,-3.7%,.,.,9.7%,3.8%,.,-10.3%,.
C(=N\c1nccs1)/Nc1nccs1,-2.0%,-1.3%,9.4%,4.6%,-0.7%,-2.1%,?,0.2%,6.1%,-3.8%,-1.6%
CN(C)C(=O)c1ccc(-c2cncnc2NCCc2cnc[nH]2)cc1,-15.5%,-2.1%,7.4%,-10.6%,10.3%,5.2%[9.22 µM],-10.8%,-0.1%,1.8%,0.5%,1.1%[2.29 µM]
Cc1ccc2oc(=O)c3cnn(CC(=O)NCCC(C)C)c3c2c1,45.7%,-4.5%,-4.6%,-20.8%,6.4%,-3.4%,-3.7%,0.6%,13.3%,-5.5%,1.8%
Cn1c(=O)c2c(nc(Oc3ccc4c(c3)OCO4)n2Cc2ccc(Cl)cc2)n(C)c1=O,2.0%,-2.8%,14.0%,-5.4%,-11.2%,-4.8%,-2.1%,-0.4%,-1.5%,1.7%,2.9%
O=C(c1ccc2snnc2c1)N1CCN(c2ccccn2)CC1,-8.9%,-1.2%,4.4%,3.3%,9.0%,1.9%,2.0%,2.5%,-6.2%,-2.0%,4.4%
CCn1nc(C(=O)Nc2ccc(S(=O)(=O)Nc3nccs3)cc2)c2ccccc2c1=O,-14.0%,1.4%,-0.4%,-21.7%,-3.9%,-0.1%,?,3.2%,-5.1%,-10.5%,3.8%
CCOC(=O)c1c(Nc2ccccc2N)cc(C)nc1C,-5.0%,7.4%,-7.1%,-13.2%,6.3%,6.5%,-4.2%,-0.2%,-2.1%,-1.3%,1.7%
CS(=O)(=O)N1CCC2(CC1)CN(C(=O)Nc1cccc(C#N)c1)C2,0.9%,-2.7%,7.8%,-5.8%,-9.7%,-0.2%[9.22 µM],-8.1%,2.7%,0.5%,-4.4%,-0.2%[11.4 µM]
CC(C)c1ccc(N2C(=O)[C@@H]3Cc4ccccc4CN3C2=O)cc1,28.4%,-3.2%,10.4%,-13.5%,5.4%,5.1%,-13.2%,1.2%,0.0%,0.7%,-0.6%
CCOC(=O)NC1C=CS(=O)(=O)C1 (centres undefined),-5.7%,1.0%,-11.8%,2.7%,4.4%,0.0%,-5.4%,.,6.5%,0.6%,2.4%
Cc1ccc(-c2nc(CS(=O)CC(=O)N3CCN(c4ncccn4)CC3)c(C)o2)cc1 (centres undefined),-8.2%,-6.0%,0.5%,-9.1%,-6.9%,0.0%,8.3%,-1.8%,-2.9%,-0.4%,-3.1%
Cn1c(=O)[nH]c(=O)c2c1nc(SCC(O)CO)n2Cc1ccccc1Cl (centres undefined),20.5%,-11.5%,-18.7%,?,-7.8%,-1.6%,?,1.7%[0.369 µM],.,2.4%,-0.6%
CCn1nc(C(=O)N2CCN(Cc3ccc4c(c3)OCO4)CC2)c2ccccc2c1=O,6.3%,-5.4%,10.0%,17.5%,-0.1%,-1.2%,8.1%,-1.4%,17.3%,-2.6%,3.9%
Cc1ccc(S(=O)(=O)N[C@H]2COC(=O)CC=C[C@@H](C)[C@H]3C=C[C@H](O)[C@@H](COC(=O)CC=C[C@H]2C)O3)cc1,.,.,6.0%&7.4%[11.4 µM],-1.9%&10.0%[11.5 µM],1.1%&1.8%[11.4 µM],.,.,1.9%&0.4%[9.22 µM],.,.,1.5%&0.6%[11.4 µM]
O=C(CSc1nnc(-c2ccccc2)o1)N1CCOCC1,2.1%,2.8%,-3.9%,-21.0%,1.4%,-2.7%,-8.6%,-0.4%[57.5 µM],-0.2%,1.2%,-2.0%
CCOC(=O)N1CCN(S(=O)(=O)c2ccc(F)c(C(=O)Nc3cccc(C)c3C)c2)CC1,41.8%,-2.8%,24.9%,8.8%,2.6%,-2.0%,?,6.1%[1.84 µM],3.3%,-0.9%,1.0%
CCCn1c(C)cc(C(=O)COc2ncnc3sccc23)c1C,4.7%,-4.1%,4.9%,-13.0%,-4.7%,4.9%,-1.8%,0.2%[57.5 µM],0.1%,-6.6%,?
CCOC(=O)CCN1C(=O)[C@H]2[C@H]3[C@H](O)[C@H](O)C/C(=N/OC/C=C(\C)CCC=C(C)C)[C@H]3CC[C@@H]2C1=O,.,.,-3.4%[11.4 µM],20.7%[11.5 µM],-5.1%[11.4 µM],.,.,-0.1%[9.22 µM],.,.,0.2%[11.4 µM]
COc1ccc(OC)c(S(=O)(=O)N(C)CC(=O)Nc2ccccc2OC)c1,10.2%,-0.9%,15.4%,-1.9%,4.3%,4.8%,-3.5%,1.4%,3.2%,-1.4%,3.0%
O=C(Nc1c2c(nn1-c1ccc(Cl)cc1)CS(=O)(=O)C2)c1ccc2c(c1)OCO2,0.5%,-0.5%,-2.0%,-22.5%,-17.9%,2.2%,-11.3%,-0.4%[0.369 µM],-1.2%,-4.9%,1.0%
O=C(Nc1ccccn1)NC1CCS(=O)(=O)C1 (centres undefined),7.3%[11.4 µM],-5.2%[11.4 µM],-1.9%[11.4 µM],-29.5%,-5.6%[11.4 µM],-1.5%,?,1.4%[0.0738 µM],-2.9%[9.17 µM],-3.1%[11 µM],1.2%
CN(C)S(=O)(=O)c1ccc(C(=O)OCC(=O)NC(=O)NCc2ccccc2)cc1,33.0%,8.6%,0.0%,-8.1%,4.6%,3.3%,-3.2%,0.8%,-1.1%,0.3%,4.5%
Cc1ccc(CNC(=O)c2nnn(-c3cccc(C)c3)c2N)cc1,3.2%,0.1%,0.5%,1.4%,-0.3%,0.0%,19.3%,-2.8%,-16.0%,-2.5%,0.0%
CCOC(=O)c1c(N)nn(C(=O)C(C)(C)C)c1-c1ccccc1,1.9%,-6.6%,-7.0%,-19.0%,-2.5%,5.4%,?,-0.2%,14.3%,-3.3%,-0.6%
O=C(O)CCc1n[nH]c(=S)[nH]c1=O,-13.3%,-5.3%,-8.6%,.,4.0%,.,-0.4%,0.8%,0.0%,-3.2%,3.0%
S=c1[nH]nc(-c2ccc(Br)cc2)n1Cc1ccco1,1.9%,-2.2%,?,?,-28.4%,4.3%,-1.2%,-1.1%,4.9%,-1.3%,-0.6%
COc1ccc(OC)c(NC(=O)c2cc(S(=O)(=O)NCc3ccco3)ccc2F)c1,7.2%,-3.5%,3.3%,-7.4%,-2.6%,1.6%,?,-0.2%[57.5 µM],-1.7%,-12.3%,1.3%
CCOc1ccccc1Oc1ccc(C(F)(F)F)cn1,2.4%,0.0%,9.9%,5.3%,10.7%,0.0%,0.1%,2.1%,7.9%,-4.3%,1.7%
CCOc1ccc(C(=O)NCc2ccncc2)cc1,-2.3%,-7.5%,-1.5%,-9.3%,3.2%,-1.9%,0.0%,.,-5.7%,-0.8%,3.9%
CCCCn1c(SCC(=O)Nc2cc(C)on2)nc2c1c(=O)n(C)c(=O)n2C,-10.2%,-0.2%,-0.3%,0.5%,7.2%,-2.3%,7.3%,-0.2%[57.5 µM],4.2%,-3.7%,1.2%
CC1CCCC(C)N1C(=O)CSc1nnc(CSc2ncccn2)n1C (centres undefined),0.5%,5.0%,1.7%,-3.3%,5.0%,-0.9%,2.8%,.,1.1%,-0.4%,-0.5%
Cn1c(=O)c2c(nc(CN3CCc4ccccc4C3)n2Cc2ccc(F)cc2)n(C)c1=O,25.5%,-5.2%,12.5%,-15.5%,?,-2.1%,-9.7%,-1.9%[57.5 µM],-1.7%,-10.4%,3.1%
CCN1CCN(Cc2nc3c(c(=O)[nH]c(=O)n3C)n2Cc2ccccc2Cl)CC1,19.3%,-1.2%,-3.3%,.,3.5%,.,-9.1%,0.6%,0.0%,-0.7%,1.7%
